# STAT3 activator = activators of IL-6 induced STAT3 signaling | U3A cells, IL-6 STAT3-luciferase reporter, luminescence; 100% = signal with IL-6 EC80 alone | activation (% of control), % at 5.6 µM | hit rate 0.91% among 190,000;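 active = activation above the screen-wide mean of compound activation plus 3 SD, cut at about 130% in these data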;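 also: 0% = background luminescence of wells with medium and substrate only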
#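 Test system: Human STAT1-deficient U3A cells with stable STAT3-luciferase reporter | Also added: Interleukin-6, 33 ng/mL | Timing: Compound pre-incubation 1 h before IL-6, then 6 h stimulation at 37 °C | Technique: Luciferase reporter luminescence | Read-out: Percent of IL-6-only median luminescence | Benchmarks: IL-6-only wells as 100% reference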
# STAT1 act = increases IFN-gamma driven STAT1 reporter signal. NIH 3T3 STAT1-luciferase reporter, luminescence; 100% = IFN-gamma alone, no compound. activation (% of control), % at 5.5 µM. hit rate 2.6% among 200,000;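 active = activation above the screen-wide mean activation plus 3 SD, cut at about 130% in these data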;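 also: raw ratio to IFN-gamma control signal so 100% means no change and 0% no light; values of inactives mirror those of a sister screen read the other way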
# HMGR II inh = inhibitors of class II HMG-CoA reductase from Enterococcus faecalis; purified E. faecalis HMGR, NADPH absorbance 340 nm kinetic; inhibition, % at 10 µM; hit rate 0.41% among 190,000; AID 1066;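 active = inhibition above a set limit, the median over all tested compounds plus 3 SD, cut at about 9.5% in these data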;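 also: enzyme runs in reverse so mevalonate oxidation gives rising NADPH absorbance; 0% = complete reaction with DMSO and 100% = background rate lacking mevalonate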
# TLR4 MyD88 comp = TLR4-MyD88 interaction inhibition in cells | O00206+Q99836 | HeLa CL3-4 TLR4/MyD88 BLA complementation, FRET ratio | inhibition, % at 8.4 µM | hit rate 0.18% among 200,000; in the data active = inhibition above about 25%;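 also: 0% = vehicle and 100% = reference inhibitor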
# Target sequence (O00206 whole entry, looked up): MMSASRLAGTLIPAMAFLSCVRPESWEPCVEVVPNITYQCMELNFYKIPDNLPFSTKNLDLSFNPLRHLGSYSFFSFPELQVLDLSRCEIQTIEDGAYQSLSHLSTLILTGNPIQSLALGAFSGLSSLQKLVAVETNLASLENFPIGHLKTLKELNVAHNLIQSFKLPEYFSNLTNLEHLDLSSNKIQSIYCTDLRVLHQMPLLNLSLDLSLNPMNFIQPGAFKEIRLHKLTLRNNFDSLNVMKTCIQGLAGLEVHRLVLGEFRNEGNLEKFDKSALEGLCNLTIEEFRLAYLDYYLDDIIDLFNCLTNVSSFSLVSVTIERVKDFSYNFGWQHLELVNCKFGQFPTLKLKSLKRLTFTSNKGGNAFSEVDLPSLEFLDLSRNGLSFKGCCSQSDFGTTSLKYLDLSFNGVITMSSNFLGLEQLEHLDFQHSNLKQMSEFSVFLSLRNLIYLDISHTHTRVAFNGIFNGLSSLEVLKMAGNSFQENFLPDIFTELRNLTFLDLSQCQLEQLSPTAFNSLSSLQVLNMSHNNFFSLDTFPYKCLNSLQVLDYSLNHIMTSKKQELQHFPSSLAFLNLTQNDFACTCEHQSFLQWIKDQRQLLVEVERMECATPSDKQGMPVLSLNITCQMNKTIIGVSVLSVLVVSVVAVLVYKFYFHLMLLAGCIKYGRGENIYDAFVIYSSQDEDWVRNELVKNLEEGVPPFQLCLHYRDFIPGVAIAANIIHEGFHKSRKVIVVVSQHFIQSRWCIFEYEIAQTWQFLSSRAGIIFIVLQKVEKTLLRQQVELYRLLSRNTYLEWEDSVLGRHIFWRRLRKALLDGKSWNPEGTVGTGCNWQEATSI
# Target sequence (Q99836 whole entry, looked up): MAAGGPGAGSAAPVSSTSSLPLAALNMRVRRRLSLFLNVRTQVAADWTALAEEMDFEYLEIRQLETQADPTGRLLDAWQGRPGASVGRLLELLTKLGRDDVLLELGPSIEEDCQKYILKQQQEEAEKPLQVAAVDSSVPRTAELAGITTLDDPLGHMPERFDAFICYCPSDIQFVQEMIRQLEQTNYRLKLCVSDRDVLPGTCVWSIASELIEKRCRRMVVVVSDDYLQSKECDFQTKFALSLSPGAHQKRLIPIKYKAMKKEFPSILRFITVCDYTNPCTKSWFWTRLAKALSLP
# NF-kB neuron act = NF-kB expression increase, human neuronal cells; AID 1239; NF-kB reporter expression; hits give high values; hit rate 1.6% among 190,000; fold change at 12.5 µM; in the data active = fold change above about 3.3
# DTT redox prof = compounds producing H2O2 with reducing agent – biochemical, NIH compound library profiling, artefact control for MLSCN library redox annotation, primary screen. DTT-dependent redox cycling H2O2, phenol red/HRP absorbance; 100% = 100 µM peroxide control, 0% = buffer. activation, % at 10 µM. hit rate 0.03% among 200,000;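 active = activation of at least 50% relative to the plate's high and low controls in the primary single-dose screen; inactive = activation below 50%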;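 also: compound incubated with DTT at 0.8 mM final as the reducing agent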
# Hsp70 activator = transcriptional activators of Hsp70; HeLa Hsp70 promoter luciferase reporter, luminescence; scaled: vehicle 0, proteasome-inhibitor control 100%; activation, % at 10 µM; hit rate 0.04% among 200,000; AID 1203;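 active = activation above the mean across all tested compounds plus 3 SD, cutoff set per campaign, cut at about 5.5% in these data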;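 also: 100% = MG132 at 30 µM as the positive control and 0% = DMSO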
# STAT3 blocker = reduces IL-6 driven STAT3 reporter signal; U3A cells, IL-6 STAT3-luciferase reporter, luminescence; host cell line lacks STAT1; AID 862; inhibition, % at 5.5 µM; hit rate 0.89% among 190,000;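 active = inhibition above the mean inhibition across all screened compounds plus 3 SD, cut at about 44% in these data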;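 also: 0% = DMSO only wells and 100% = 100 µM nifuroxazide control wells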
# STAT1 blocker = inhibitors of IFN-gamma induced STAT1 signaling; NIH 3T3 STAT1-luciferase reporter, luminescence; hit rate 0.35% among 200,000; inhibition, % at 5.5 µM;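 active = inhibition above a set limit, the mean inhibition across all tested compounds plus 3 SD, cut at about 34% in these data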;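 also: 0% = IFN-gamma with DMSO and 100% = IFN-gamma with 300 µM nifuroxazide; values of inactives mirror those of a sister screen read the other way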
# APP 5'UTR act = APP 5'UTR luciferase reporter activation; hit rate 1% among 190,000; SH-SY5Y APP 5'UTR luciferase reporter, luminescence; zero percent = DMSO vehicle wells; AID 1276; activation, % at 2 µM;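 active = activation above a set limit, based on mean plus 3 SD of controls, cut at about 140% in these data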; also: values of inactives mirror those of a sister screen read the other way
# An asterisk follows results filed as active; x = not tested or not shown.
SMILES,STAT3 activator,STAT1 act,HMGR II inh,TLR4 MyD88 comp,NF-kB neuron act,DTT redox prof,Hsp70 activator,STAT3 blocker,STAT1 blocker,APP 5'UTR act
CC(NC(=O)c1ccc2nc[nH]c2c1)c1ccccc1 (configuration not stated),99.4,100.5,-2.4,-4.7,1.27,2.8,-0.3,6.3,-0.9,9.7
CCOCCCNC(=O)c1cc(Sc2ccc(C)cc2)nc2ccccc12,102.1,95.9,-0.3,7.1,0.52,-0.4,-0.3,-2.1,4.6,-9.7
COc1cc(S(=O)(=O)Nc2cccc(C)c2)ccc1NC(=O)c1ccncc1,97.4,95.0,-3.5,0.3,0.78,-0.1,-0.2,4.0,5.6,-7.5
Cc1ccc(-c2c(C(=O)NNC(=S)NCC3CCCO3)csc2C)cc1 (configuration not stated),102.8,85.7,0.0,2.7,1.17,0.4,0.1,4.7,14.3,17.6
COc1ccc(NC(=O)c2noc(C(C)C)c2[N+](=O)[O-])cc1,78.4,112.8,-6.5,-0.7,1.31,0.5,0.7,33.4,-15.1,14.2
COCCn1c(C)cc(/C=C2/NC(=O)N(c3cccc(Cl)c3)C2=O)c1C,97.8,137.8*,0.1,-7.8,0.97,0.5,0.3,10.2,-42.8,56.6
Cc1ccc(C(=O)N2CC(C)SC2=Nc2cccc(S(=O)(=O)N(C)C)c2)cc1 (configuration not stated),102.6,92.4,-5.8,-9.7,0.95,0.5,0.2,-8.4,8.4,5.4
O=c1[nH]ccc2c([N+](=O)[O-])cccc12,103.1,102.3,-6.7,2.4,1.13,-0.8,0.1,1.1,-4.0,0.3
CCOC(=O)c1c(N)sc2c1CCC(C)C2 (configuration not stated),83.4,88.1,-4.6,-5.5,1.02,-0.1,-0.1,21.3,13.0,12.5
COc1ccc(NC(=O)C(NC(C)=O)C(=O)NCc2ccc(F)cc2)cc1 (configuration not stated),110.0,99.7,-1.6,3.8,1.25,3.4,-0.1,-5.7,0.3,4.8
CC(CN1CCCCCC1)C(=O)NN (configuration not stated),93.9,106.5,-4.1,3.4,1.14,0.1,-0.2,11.9,-10.6,5.5
Cc1cc(-n2nc(C)cc2C)nc(NS(=O)(=O)c2ccccc2Cl)n1,101.9,104.7,0.3,1.3,0.99,0.9,1.0,5.4,-5.1,-0.4
O=C(CSc1ncccn1)Nc1ncc(C(F)(F)F)cc1Cl,105.2,107.9,2.4,8.0,0.98,-1.4,-0.3,-1.2,-10.2,32.4
Cc1cccc(C2=NN(c3ccc(Br)cc3)[C@@H](C(=O)N3CCOC3=O)[C@@H]2c2ccc(F)cc2)c1,99.0,102.6,-7.1,-11.1,0.69,1.5,-0.1,-1.6,-2.8,5.2
COc1ccc(S(=O)(=O)N2CCOCC2)cc1NC(=O)COc1ncnc2ccccc12,99.0,96.4,2.3,-1.4,1.43,-0.6,-0.4,4.0,4.1,-7.0
COC(=O)c1ccc(C2N=C(c3cccs3)CC(c3ccccc3O)N2)cc1 (configuration not stated),103.4,94.5,0.4,6.1,0.98,-0.7,0.2,3.5,5.1,36.9
CCn1c(CNC(=O)c2ccco2)nnc1SCC(=O)Nc1ccc(Br)cc1F,99.8,101.1,-1.6,4.3,0.92,0.2,-0.1,3.1,-1.2,-1.6
CC(=O)Nc1ccc(C(=O)N/N=C/c2ccccc2OC(=O)c2ccc(Cl)cc2)cc1,121.8,97.0,-0.3,-13.9,0.76,1.9,-0.1,-16.4,3.3,21.6
Cc1ccc([N+](=O)[O-])cc1NC(=O)c1ccc2c(c1)OCO2,95.1,97.3,-4.3,-19.4,1.03,-0.9,0.4,10.9,1.5,-26.1
COc1ccc(CCNS(=O)(=O)c2cccc(C(=O)O)c2)cc1OC,100.2,92.0,-1.0,2.9,0.92,-1.3,-0.1,0.5,8.8,-1.0
CC(C)CCN(C)C1CCN(S(=O)(=O)c2ccc(F)cc2)CC1,99.1,93.2,-6.4,-6.1,0.92,0.0,0.0,6.3,7.6,-18.2
O=C(CN1CCN(Cc2ccc3c(c2)OCO3)CC1)c1c[nH]c2ccccc12,104.8,95.6,0.2,-16.7,0.94,-8.9,-0.1,-0.5,4.8,-2.9
COc1ccc(-c2[nH]nc3c2C(c2ccsc2)C(C#N)=C(N)O3)cc1 (configuration not stated),113.5,77.6,-16.2,-8.3,1.19,-4.2,0.0,-10.0,24.3,0.3
Cc1nn(C)cc1-c1cc(C(=O)O)c2ccccc2n1,101.4,100.0,5.2,-17.0,1.05,0.3,0.3,6.8,0.2,-2.0
Cc1cc(Cl)ccc1OCC(=O)NCCC(=O)O,108.0,105.7,-1.3,7.7,0.92,-1.3,-0.2,-4.6,-6.3,9.4

# Structural class: the entries above containing a nitro group on carbon
SMILES,STAT3 activator,STAT1 act,HMGR II inh,TLR4 MyD88 comp,NF-kB neuron act,DTT redox prof,Hsp70 activator,STAT3 blocker,STAT1 blocker,APP 5'UTR act
COc1ccc(NC(=O)c2noc(C(C)C)c2[N+](=O)[O-])cc1,78.4,112.8,-6.5,-0.7,1.31,0.5,0.7,33.4,-15.1,14.2
O=c1[nH]ccc2c([N+](=O)[O-])cccc12,103.1,102.3,-6.7,2.4,1.13,-0.8,0.1,1.1,-4.0,0.3
Cc1ccc([N+](=O)[O-])cc1NC(=O)c1ccc2c(c1)OCO2,95.1,97.3,-4.3,-19.4,1.03,-0.9,0.4,10.9,1.5,-26.1

# (next part)
SMILES,STAT3 activator,STAT1 act,HMGR II inh,TLR4 MyD88 comp,NF-kB neuron act,DTT redox prof,Hsp70 activator,STAT3 blocker,STAT1 blocker,APP 5'UTR act
Cc1nc2sc3c(c2c(=O)o1)CC(C)(C)OC3,102.7,100.6,-0.7,-9.7,0.97,0.7,0.0,-0.1,-0.7,-11.2
CCOC(=O)c1ccc(NC(=O)c2c(C)[nH]c(C(=O)OCC)c2C)cc1,104.8,99.0,0.1,6.3,1.04,-1.0,-0.1,0.9,1.7,0.8
COc1ccc(NC(C)=O)cc1NC(=O)c1ccc(Cl)cc1,90.0,96.5,2.0,3.5,0.99,0.0,-0.2,14.0,2.1,10.1
O=S(=O)(c1ccccc1)N1CCC(O)(CSc2ccc(Cl)cc2)CC1,40.2,90.2,4.3,-6.3,0.89,2.1,-0.3,76.3*,11.0,-1.6
CCS(=O)(=O)NCC(c1cccnc1)N1CCN(c2ccccc2F)CC1 (configuration not stated),98.8,99.3,-1.6,-15.1,1,-0.4,-0.4,4.2,0.7,-7.4
O=C(CSc1nnc(-c2ccc(S(=O)(=O)N3CCCC3)cc2)o1)N1CCCC1,95.3,98.4,x,-21.3,x,-0.3,-0.4,8.6,1.7,-12.6
CC1=Nc2ccc(Br)cc2C(c2ccccc2)N1CC(=O)O (configuration not stated),107.1,112.7,-6.3,-9.3,1.02,0.4,-0.4,-2.9,-15.1,-6.3
CC(=O)c1cccc(CN2CCN(C(C)C)C(CCO)C2)c1 (configuration not stated),98.8,92.8,-1.3,-13.2,x,-1.1,-0.1,6.5,6.3,7.1
CCc1c(C(=O)NNC(=S)NCC2CCCO2)csc1C (configuration not stated),105.7,93.3,-1.3,9.9,1.06,-0.1,-0.2,-1.6,7.6,-0.6
O=C1CC(c2ccc(F)cc2)Sc2nc(C34CC5CC(CC(C5)C3)C4)nn21 (configuration not stated),88.6,80.2,-4.4,18.4,1.14,-0.2,0.0,12.7,21.9,26.2
Cc1ccc(S(=O)(=O)N2CCC(C(=O)Nc3ccccc3N3CCCCC3)CC2)cc1,96.4,105.8,-4.5,-0.7,0.6,0.9,-0.1,8.4,-6.3,1.9
CCOC(=O)CSc1nc(C)c2cc(C)c(C)cc2n1,100.1,118.0,12.7*,-5.5,1.08,-0.5,-0.2,4.4,-21.3,14.3
COc1ccccc1NS(=O)(=O)c1cccc(NC(=O)c2cc3ccccc3oc2=O)c1,108.2,140.5*,-3.6,11.9,2.81,-0.5,0.4,-4.7,-46.3,97.4
Cc1ccc(CNC(=O)c2ccc3c(=O)n(CC4CCCO4)c(=S)[nH]c3c2)cc1 (configuration not stated),93.6,103.5,-2.7,-8.3,0.77,0.2,-0.4,6.3,-3.8,30.3
CCONc1ncnc2nonc12,105.8,95.9,1.2,8.3,0.96,-0.1,-0.3,-9.9,6.6,5.0
COc1cc(SC)ccc1C(=O)OCC(=O)NC(=O)NC(C)C,89.9,102.3,1.2,2.3,0.95,-0.1,-0.3,18.8,-2.8,16.6
Cc1cc(C(=O)COc2nncc3ccccc23)c(C)n1C,111.3,109.6,-3.4,2.9,1.27,0.2,-0.1,-8.4,-10.6,10.3
O=c1[nH]c(CN(CCO)CCO)nc2c1C1(CCCCC1)Cc1ccccc1-2,80.2,95.0,3.2,6.4,1.05,-1.4,-0.2,29.2,5.5,11.7
C[n+]1ccccc1C1CCCC/C1=N\NC(N)=S (configuration not stated),102.2,101.7,-2.5,0.1,1.09,-3.5,-0.2,-3.0,-1.7,6.0
CCn1cc(C(=O)N2CCCc3ccccc32)c2cc(OC)c(OC)cc2c1=O,106.0,103.1,-0.6,-1.6,0.74,-1.9,-0.3,-3.8,-3.4,2.9
Oc1c(C(Nc2ccccn2)c2cccnc2)cc(Cl)c2cccnc12 (configuration not stated),105.2,95.2,-0.2,3.7,1.11,0.5,-0.3,-9.0,5.4,-30.0
CC(=O)c1cnc(N(C)C)s1,105.7,103.3,-0.4,-1.8,1.34,1.3,0.6,-3.6,-3.6,-2.8
CCc1c(C)nc2ncnn2c1N1CCCC(C(=O)Nc2ccc(NC(C)=O)cc2)C1 (configuration not stated),97.3,92.3,0.8,-12.3,1.07,2.0,-0.1,7.5,8.4,-11.1
O=c1oc2ccccc2c2c1nc(C(F)(F)F)n2-c1ccccc1,109.0,94.2,1.1,-3.2,1.18,0.7,-0.1,-3.2,6.3,x
CCCCn1c(Cl)nc2c1c(=O)n(C)c(=O)n2C,105.0,104.0,0.7,0.9,0.87,3.0,-0.4,3.2,-4.4,-1.1
# Following part.
SMILES,STAT3 activator,STAT1 act,HMGR II inh,TLR4 MyD88 comp,NF-kB neuron act,DTT redox prof,Hsp70 activator,STAT3 blocker,STAT1 blocker,APP 5'UTR act
CN(Cc1cn(C)nc1-c1cccc(Cl)c1)C1CCOCC1,103.2,106.9,-1.4,-16.5,1.01,0.4,-0.5,1.6,-8.9,-9.5
CCOC(=O)c1sc(=S)n(-c2ccc3c(c2)OCO3)c1N,102.1,99.1,-2.6,4.8,1.12,-0.3,-0.2,0.3,1.0,19.3
CC(C)=C1SC(N2CCN(c3ccc(C)cc3)CC2)=NC1=O,82.7,88.9,0.5,4.3,1.58,-0.8,-0.1,24.2,13.0,-7.1
Cc1cc(OCC(O)CN(CCO)CCO)ccc1Cl (configuration not stated),103.9,106.0,2.1,6.8,1.12,2.7,-0.5,0.7,-6.6,-5.2
Cc1ccc(-n2ncc3c(=O)n(CC(=O)NC4CCCCC4)cnc32)cc1C,100.9,100.1,-1.4,-17.1,1.29,3.1,-0.1,2.9,-0.1,3.6
Cc1cccc(C(=O)NCCc2nnc(SCC(=O)Nc3nc(C)cs3)n2C)c1,103.0,101.7,-2.3,5.0,1.04,0.1,0.0,-3.7,-3.7,7.9
COc1ccc(CCN2C(=O)CCC2(C)C(=O)NC2CCCC2)cc1OC (configuration not stated),101.2,103.2,2.1,-3.4,0.99,-1.1,-0.2,-0.1,-4.6,2.4

# Screening data from PubChem.

# This is a random part of the collection; 5.6% or so of the library scored in one or more.
